M4 PAM – CHRM4 positive allosteric modulation; CHO-K1 hM4/Gqi5, Fluo-8 calcium fluorescence, ACh EC20; 0% = ACh EC20, 100% = maximal ACh; activation, % at 3 µM; hit rate 0.4% among 360,000;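 active = activation above its plate's cutoff, the mean activation of sample wells plus 3 SD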; also: some results filed as inactive read as strong as hits
Target sequence (P08173 whole entry, looked up): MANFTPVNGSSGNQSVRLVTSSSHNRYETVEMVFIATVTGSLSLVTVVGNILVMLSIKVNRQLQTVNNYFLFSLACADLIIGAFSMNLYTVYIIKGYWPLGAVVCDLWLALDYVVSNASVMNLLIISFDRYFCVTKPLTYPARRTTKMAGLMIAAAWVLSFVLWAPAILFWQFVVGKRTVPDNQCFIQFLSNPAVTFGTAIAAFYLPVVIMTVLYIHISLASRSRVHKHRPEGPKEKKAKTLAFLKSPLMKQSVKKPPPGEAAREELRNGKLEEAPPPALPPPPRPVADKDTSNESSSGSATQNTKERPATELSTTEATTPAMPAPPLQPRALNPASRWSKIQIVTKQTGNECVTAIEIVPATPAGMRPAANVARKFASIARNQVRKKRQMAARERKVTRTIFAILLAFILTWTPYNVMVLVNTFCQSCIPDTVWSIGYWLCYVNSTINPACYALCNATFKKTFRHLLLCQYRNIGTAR
CRFBP-R2 agonist – agonists of human CRF-binding protein/CRF-R2 receptor complex | HEK293 CRF-R2/CRF-BP, calcium dye fluorescence (FLIPR); percent of saturating CRF peptide response | activation, % at 13.2 µM | hit rate 0.46% among 350,000;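 active = activation of at least 50%, plus an integration ratio under a set limit after plate pattern correction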;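 also: plate controls were neutral control wells without compound for no effect and CRF at EC100 for full effect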
CRFBP-R2 block – blocks CRF-induced signaling of the CRF-BP/CRF-R2 complex; HEK293 CRF-R2/CRF-BP, CRF-induced calcium fluorescence; inhibition, % at 11.8 µM; hit rate 0.59% among 350,000;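 active = inhibition of the ligand-induced calcium signal above about 50% at the single tested concentration, limit read from the data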
IDE act – activators of human insulin-degrading enzyme in cells. P14735. HEK cells, FAbeta-B cleavage, fluorescence polarization; 0% vehicle, 100% cell-free pure enzyme wells. activation, % at 5.96 µM. hit rate 0.073% among 340,000;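 active = activation above the mean of all tested compounds plus 3 SD, set per screening campaign, cut at about 17% in these data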
pCIP destab – compounds decreasing mouse p/CIP protein stability | Q05BA5 | F442A p/CIP-EGFP cells, EGFP fluorescence, 16 h | decrease of EGFP signal, % at 10 µM | hit rate 0.01% among 290,000 | AID 1984;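 active = EGFP signal decrease of at least 30% at 10 µM or well 3 SD below plate mean, unless failing retest; inactive = the rest, including hits failing retest or dose response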; also: some compounds called inactive have numbers as strong as hits; many of its hits are not listed in these tables
GalR3 antagonist – antagonists of human GalR3; HEK293 GalR3-CNG cAMP membrane potential fluorescence; galR3 body fused to GalR1 C-terminus; inhibition, % at 3 µM; hit rate 0.44% among 360,000; AID 651719;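 active = inhibition above the screen-wide average plus 3 SD, cut at about 13% in these data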;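 also: forskolin and galanin both at EC90 stimulate the cells; cAMP rise reported by CNG channel membrane potential dye signal; 0% = forskolin plus galanin with DMSO and 100% = forskolin alone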
Target sequence (O60755 1-299 limits assumed): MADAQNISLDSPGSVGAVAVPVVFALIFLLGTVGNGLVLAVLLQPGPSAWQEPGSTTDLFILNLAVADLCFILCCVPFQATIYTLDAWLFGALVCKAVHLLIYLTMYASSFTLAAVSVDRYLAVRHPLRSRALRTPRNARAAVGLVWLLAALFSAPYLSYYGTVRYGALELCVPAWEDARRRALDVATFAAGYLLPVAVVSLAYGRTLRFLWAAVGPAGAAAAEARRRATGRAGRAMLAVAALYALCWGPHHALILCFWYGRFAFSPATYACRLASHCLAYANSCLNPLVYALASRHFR
PHOSPHO1 inh – PHOSPHO1 (human) inhibition | recombinant PHOSPHO1, absorbance phosphatase assay | inhibition, % at 13.3 µM | hit rate 1.1% among 290,000 | AID 1565; in the data active = inhibition above about 60%
Target sequence (Q8TCT1 whole entry, looked up): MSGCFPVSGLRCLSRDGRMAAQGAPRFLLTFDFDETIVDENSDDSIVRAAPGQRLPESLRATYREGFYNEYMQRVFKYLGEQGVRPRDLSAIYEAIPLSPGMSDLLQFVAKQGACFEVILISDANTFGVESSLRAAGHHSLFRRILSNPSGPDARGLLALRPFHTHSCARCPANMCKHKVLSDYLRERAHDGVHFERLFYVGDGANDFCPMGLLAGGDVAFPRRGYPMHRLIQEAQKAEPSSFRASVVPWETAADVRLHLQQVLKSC
IDE cell inh – inhibits human insulin-degrading enzyme in HEK cells; inhibition, % at 5.59 µM; FAbetaB cleavage, fluorescence polarization; P14735; hit rate 0.41% among 320,000;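 active = percent inhibition above the average of all tested compounds plus 3 SD, set per screening campaign, cut at about 16% in these data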;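 also: IDE supplied by intact live HEK cells; FP after avidin binding of uncleaved biotin substrate so inhibition keeps polarization high; 0% = DMSO wells and 100% = 60 µM reference IDE inhibitor Ii1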
MEKK3 PB1 HTS – MEKK3-MEK5 PB1 interaction, increase or decrease | Q99759 | bead-based flow cytometry, Alexa488-MEK5 binding to MEKK3; actives lie on both sides; 0 = blocked by unlabeled MEK5, 100 = vehicle | binding response (% of control), % at 10 µM | hit rate 1.4% among 290,000 | AID 1529;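 active = binding response more than 3 SD above or below the average of its plate-row segment, actives on both sides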;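 also: Alexa488 bead fluorescence after subtracting the streptavidin-only scavenger bead signal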
* hit, by the source's call; . = no result given; & = joins results of further samples. A portion of the library; count on the stated rates, not on these rows.

SMILES | M4 PAM | CRFBP-R2 agonist | CRFBP-R2 block | IDE act | pCIP destab | GalR3 antagonist | PHOSPHO1 inh | IDE cell inh | MEKK3 PB1 HTS
CC1CCCN(C(=O)c2ccc(N3CC4CC(C3)c3cccc(=O)n3C4)c([N+](=O)[O-])c2)C1 (stereo not given) | -3.6 | -2.5 | 12.2 | -0.2 | -15.6 | -5.3 | 4.6 | 6.7 | 105.0
O=C(Nc1ccc(F)cc1)OC1CN2CCC1CC2 (stereo not given) | -16.1 | -0.6 | 6.5 | 0.9 | -9.7 | -3.8 | 25.4 | 1.9 | 95.0
O=C(COc1ccccc1)N1CCN(C/C=C/c2ccccc2)CC1 | -7.0 | 1.9 | -27.4 | -0.6 | -1.6 | 0.4 | -15.6 | -0.2 | 107.0
CC[C@H]1CC2CN3CCc4c([nH]c5ccccc45)C(C(=O)OC)(C2)C13 (stereo not given in full) | 10.1 | -0.5 | -11.2 | . | . | . | . | 6.3 | 99.0
COc1ccccc1CN1CCN(C(=O)COc2cccc(C)c2)CC1 | 1.3 | -0.7 | -16.3 | 0.8 | 5.7 | 1.0 | 20.7 | 3.9 | 109.0
CCN1CCN(c2nc([N+](=O)[O-])nn2C)CC1 | -0.7 | 0.0 | -1.8 | 6.2 | -4.3 | -3.8 | 11.7 | 0.9 | 90.0
COC[C@]12CN(C)C3C4[C@H](OC)[C@H]1C3([C@@H](OC)C[C@H]2O)[C@@H]1C[C@@]2(O)[C@H](OC(=O)c3ccccc3)[C@@H]1[C@]4(OC(C)=O)[C@@H](O)[C@@H]2OC | -0.2 | -2.4 | 8.4 | . | . | . | . | -7.7 | 106.0
CN1CCN(c2ccccc2N)CC1 | 6.2 | 0.9 | 16.6 | 5.3 | -3.2 | -5.0 | -31.3 | -0.5 | 105.0
CC(=O)O[C@H]1CC[C@@]2(C)[C@H](C1)C(=O)C[C@H]1[C@@H]3CC[C@@H]4[C@@H](CN5C[C@@H](C)CC[C@H]5[C@@]4(C)O)[C@@H]3C[C@@H]12 | -15.1 | -0.9 | 5.3 | 6.4 | -13.7 | -10.4 | . | -7.0 | 106.0
O=[N+]([O-])c1ccc(N2CCCC2)cc1N/N=C1\CN2CCC1CC2 | -4.1 | -1.1 | 31.7 | -0.6 | -11.8 | -6.0 | -8.2 | 2.6 | 99.0
COc1ccc(C)cc1NC(=O)N1CCC2(CC1)OCCO2 | -2.1 | 2.3 | 25.8 | -5.2 | 4.3 | 0.8 | 18.3 | -1.4 | 96.0
CCCCN1C(=O)NC(=O)C2(Cc3c(nc4ccccn4c3=O)N3CCc4ccccc4C32)C1=O (stereo not given) | 0.2 | 16.4 | -46.5 | -2.6 | -5.4 | -2.8 | -6.1 | -0.6 | 93.0
O=C(COC(=O)Cc1ccccc1)Nc1nnc(-c2ccccc2)o1 | 14.4 | -0.2 | 22.6 | 5.4 | . | -3.4 | . | -2.9 | .
COc1cc(/C=C2/C(=O)NC(=O)N(c3ccc(C)cc3)C2=O)cc(OC)c1OC | -3.8 | 6.2 | -21.8 | -2.0 | 1.5 | 1.7 | 28.3 | -4.7 | 104.0
Nc1ccc(Cl)cc1C(=O)c1ccccc1Cl | 2.4 | -1.1 | -48.9 | 0.3 | -12.0 | -1.5 | 20.5 | -0.7 | 100.0
CCC(=O)Nc1cc(C(=O)N2CCC3(CC2)OCCO3)ccc1S(=O)(=O)c1ccc(C)cc1 | -1.1 | -2.3 | -13.1 | -3.8 | 0.6 | -2.4 | 8.3 | 2.6 | 93.0
COc1ccc(OC)c(-n2c(O)c(C=Nc3c(C)n(C)n(-c4ccccc4)c3=O)c(=O)[nH]c2=O)c1 | 9.9 | -0.4 | -5.0 | 4.7 | -5.3 | -4.7 | -5.8 | 1.1 | 91.0
COc1ccc2c(CN3CC=C(c4ccccc4)CC3)cc(=O)oc2c1 | 3.5 | 1.6 | -5.2 | 3.4 | -17.6 | -5.9 | -10.2 | 0.9 | 101.0
Cc1ccc(OC(=O)N(C)C[C@@H]2OCc3cnnn3CCCC(=O)N([C@@H](C)CO)C[C@@H]2C)cc1 | 3.0 | 1.8 | 60.1* | . | . | -6.0 | . | . | .
COc1ccc(OC(=O)N(C)C)c(CN(C)C)c1 | 0.5 | 0.3 | 15.3 | 0.1 | 5.8 | 0.3 | -2.1 | 9.0 | 107.0
CC(=O)c1c(C)[nH]c(C(=O)N2CCC3(CC2)OCCO3)c1C | 3.8 | -3.5 | -3.9 | 3.9 | -16.4 | 3.4 | 2.3 | -0.8 | 104.0
O=C(Nc1ccc(OC(=O)N2CCCC2)cc1)N1CCOCC1 | -1.1 | -1.4 | 2.5 | -4.9 | -4.0 | -5.5 | -8.0 | 2.3 | 110.0
CC(=O)Nc1ccccc1C(=O)C(=O)Nc1cccc(C(=O)N2CCC3(CC2)OCCO3)c1 | -5.7 | -2.6 | 1.1 | 0.5 | 3.0 | -3.8 | 16.2 | 3.2 | 90.0
CN(C)S(=O)(=O)c1cccc(C(=O)N2CCC(C(=O)O)(c3ccccc3)CC2)c1 | -0.8 | 0.2 | -1.5 | 1.7 | -14.1 | -7.5 | 10.3 | -1.0 | 102.0
CN1CCc2nc3ccc(F)cc3c(C(N)=O)c2C1 | -1.9 | -0.1 | -1.6 | 3.4 | -17.0 | 0.1 | 40.3 | -2.2 | 101.0

Single records (already shown). Order of screens: M4 PAM | CRFBP-R2 agonist | CRFBP-R2 block | IDE act | pCIP destab | GalR3 antagonist | PHOSPHO1 inh | IDE cell inh | MEKK3 PB1 HTS
`COc1ccc(C)cc1NC(=O)N1CCC2(CC1)OCCO2` reads -2.1 | 2.3 | 25.8 | -5.2 | 4.3 | 0.8 | 18.3 | -1.4 | 96.0
`CN1CCc2nc3ccc(F)cc3c(C(N)=O)c2C1` reads -1.9 | -0.1 | -1.6 | 3.4 | -17.0 | 0.1 | 40.3 | -2.2 | 101.0
`CN(C)S(=O)(=O)c1cccc(C(=O)N2CCC(C(=O)O)(c3ccccc3)CC2)c1` reads -0.8 | 0.2 | -1.5 | 1.7 | -14.1 | -7.5 | 10.3 | -1.0 | 102.0
`Cc1ccc(OC(=O)N(C)C[C@@H]2OCc3cnnn3CCCC(=O)N([C@@H](C)CO)C[C@@H]2C)cc1` reads 3.0 | 1.8 | 60.1* | . | . | -6.0 | . | . | .

Continuation.
SMILES | M4 PAM | CRFBP-R2 agonist | CRFBP-R2 block | IDE act | pCIP destab | GalR3 antagonist | PHOSPHO1 inh | IDE cell inh | MEKK3 PB1 HTS
CCCN1CCC[C@@H](c2cccc(O)c2)C1 | -3.6 | -1.9 | -0.7 | 6.4 | . | -1.4 | . | -5.0 | .
CCCCCCCCCCOC(=O)CCN1CC1 | -2.4 | 8.4 | 50.8* | 2.0 | . | . | . | . | .
COc1ccc(OC)c(-n2c(O)c(C=NCc3ccc4c(c3)OCO4)c(=O)[nH]c2=O)c1 | -3.1 | 0.1 | -4.5 | 5.0 | -13.8 | -0.4 | -4.2 | 2.2 | 104.0
Cc1ccsc1-c1nc(CSCC(=O)N2CCC3(CC2)OCCO3)c(C)o1 | -4.0 | -0.6 | 14.2 | -1.9 | -3.1 | -1.7 | 6.3 | 1.2 | 123.0*
CCN(CCCl)c1cc(CN(C)C)cc(NC(=O)c2ccc(C(=O)Nc3cc(CN(C)C)cc(N(CC)CCCl)c3)cc2)c1 | 3.0 | -3.4 | 5.5 | 7.0 | . | -3.3 | . | . | .
COCCCn1c(N)c(C(=O)NCCC(C)C)c2nc3ccccc3nc21 | 4.3 | 0.7 | -25.1 | 5.3 | 4.3 | -2.4 | 0.1 | -4.9 | 99.0
c1ccc2sc(N3CCNCC3)nc2c1 | -0.3 | -0.5 | 1.3 | 0.0 | -14.3 | -1.7 | 36.7 | 1.2 | 100.0
COc1ccc(N=Cc2c(O)n(-c3ccc(C)cc3)c(=O)[nH]c2=O)cc1 | -1.5 | -0.3 | 6.1 | . | -7.3 | -0.6 | 15.8 | -4.6 | 92.0
CCOC(=O)c1c(NC(=O)C(c2ccccc2)c2ccccc2)sc2c1C1CCN2CC1 | 1.6 | 2.8 | -8.5 | 3.4 | -5.4 | -5.0 | 38.2 | 7.5 | 102.0
Cc1ccc2c(c1)CC1(CN2C)C(=O)NC(=O)N(c2ccccc2C)C1=O (stereo not given) | -1.0 | -1.3 | -1.5 | 1.7 | -4.1 | -3.5 | 23.9 | -3.9 | 94.0
C[C@]12CC[C@H]3C(CCC4(O)CC(O)CC[C@]34C=O)C1=CC[C@H]2c1ccc(=O)oc1 (stereo not given in full) | -2.5 | 0.1 | 0.5 | 5.5 | -2.7 | 16.7* | 37.5 | 0.0 | 108.0
CNS(=O)(=O)c1ccc(N=Cc2c(O)n(-c3cccc(C)c3)c(=O)[nH]c2=O)cc1 | 2.6 | 5.1 | -23.1 | -1.9 | -43.8 | -3.3 | -2.8 | 7.6 | 109.0
CN1CCN(c2nc([N+](=O)[O-])nn2C)CC1 | 1.8 | 3.4 | -23.4 | 0.1 | -6.6 | -2.9 | -15.4 | 2.9 | 110.0
CCC(C)/C=C(C)/C=C/C1=CC2=C(Cl)C(=O)C(C)(OC(C)=O)C(=O)C2=CO1 (stereo not given) | -6.7 | 2.5 | 6.3 | 2.5 | 0.8 | . | -12.2 | -4.0 | 106.0
COc1ccc(C(=O)C2CCCN(Cc3ccc(F)cc3F)C2)cc1F (stereo not given) | -14.3 | -2.6 | 5.0 | 4.6 | -9.9 | -2.4 | . | . | 108.0
C=CCn1c(O)c(C=NCCN2CCOCC2)c(=O)[nH]c1=S | -12.4 | 1.3 | -8.8 | 6.3 | -9.9 | -7.4 | -39.8 | 0.4 | 104.0
Cc1ccc(N(C)C(=O)Oc2ccc(C(=O)c3ccc(Cl)cc3)cc2)cc1 | 6.4 | 5.7 | 0.5 | -3.5 | -8.8 | 1.7 | 0.1 | -2.9 | 102.0
COC(=O)C1=C(c2c(C)noc2C)C[C@@H]2CC[C@H]1N2C(=O)NCCOc1ccccc1 | 6.1 | -0.5 | -1.8 | 3.2 | . | -3.8 | . | -0.4 | .
CCc1c(C)nc(N)nc1N1N=C1SCC(N)=O | 3.9 | 1.5 | 18.2 | 4.6 | 3.2 | -3.3 | 0.5 | -7.6 | 104.0
COc1ccccc1CN1CCN(Cc2ccc(Cl)cc2)CC1 | -2.1 | -0.7 | -9.5 | 0.6 | -2.5 | -5.1 | -44.7 | 1.9 | 111.0
C=CCn1c(O)c(C(C)=NCCN2CCN(C(=S)NC)CC2)c(=O)[nH]c1=O | -3.5 | 4.9 | 7.3 | -0.7 | -12.5 | -6.4 | 17.1 | 1.3 | 93.0
CC(=O)Nc1cc([As](=O)(O)O)ccc1O | -0.4 | -1.8 | -22.8 | 3.8 | -19.2&-1.8 | 0.7 | -11.2&7.9 | 3.0 | 107.0&95.0
O=C(N/N=C/c1c(O)n(-c2cccc3ccccc23)c(=O)[nH]c1=O)c1ccncc1 | 6.5 | 0.8 | 9.8 | -4.1 | -7.6 | 5.0 | 23.9 | 5.6 | 127.0
c1ccc2c(c1)[IH]c1ccccc1-2 | -5.7 | 1.3 | -33.3 | -2.9 | . | 85.7* | . | . | .
O=c1[nH]c(=S)[nH]c(O)c1N=Nc1ccc(SC(F)F)cc1 | 4.3 | -0.7 | -4.4 | -6.5 | -9.0 | -4.5 | 40.9 | 1.0 | 96.0
CC1CCN(C(=O)c2ccc(N3CC4CC(C3)c3cccc(=O)n3C4)c([N+](=O)[O-])c2)CC1 (stereo not given) | -5.1 | -0.8 | 22.0 | 5.1 | -2.8 | -0.2 | -5.2 | 0.5 | 105.0
CCN(CC)CCNCC(=O)Nc1ccc(Cl)cc1C(=O)c1ccccc1 | -6.8 | 8.7 | 11.2 | 6.4 | -8.6 | -4.3 | 25.7 | 1.7 | 115.0
Oc1ccc(Cl)c(Cl)c1Cl | 1.0 | -1.1 | 30.2 | 0.1 | . | -1.1 | . | 2.1 | .

Screens from PubChem BioAssay.
